Compound activity from PubChem BioAssay.
CYP2C19 activ: activators of human cytochrome P450 2C19; recombinant CYP2C19, luciferin-H EGE luminescence; stronger effect = higher value; 0 = fully inhibited enzyme, 1 = untreated enzyme; P33261; AID 1025; 96,000 tested, under 10 active; activation factor at 5 µM;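 active = activation factor of at least 2 at 5 µM in the primary screen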;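 note: 0 = wells with 2.5 mM tranylcypromine and 1 = vehicle-only wells; values of inactives mirror those of a sister screen read the other way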
ERa coact pot: ER-alpha (human) coactivator binding potentiation; actives 1.3% (n = 86,000); TR-FRET ERalpha-LBD/SRC-Cy5 coactivator binding, 2 h; 100 = basal binding, no effect; AID 639; coactivator binding (% of control), % at 25.6 µM; P03372; in the data active = activity above about 200%;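 note: binding measured in presence of low estradiol as agonist stimulus; 0% = peptide alone without receptor and 100% = receptor with peptide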
Target sequence (P03372 whole entry, looked up, the tested form may be a part): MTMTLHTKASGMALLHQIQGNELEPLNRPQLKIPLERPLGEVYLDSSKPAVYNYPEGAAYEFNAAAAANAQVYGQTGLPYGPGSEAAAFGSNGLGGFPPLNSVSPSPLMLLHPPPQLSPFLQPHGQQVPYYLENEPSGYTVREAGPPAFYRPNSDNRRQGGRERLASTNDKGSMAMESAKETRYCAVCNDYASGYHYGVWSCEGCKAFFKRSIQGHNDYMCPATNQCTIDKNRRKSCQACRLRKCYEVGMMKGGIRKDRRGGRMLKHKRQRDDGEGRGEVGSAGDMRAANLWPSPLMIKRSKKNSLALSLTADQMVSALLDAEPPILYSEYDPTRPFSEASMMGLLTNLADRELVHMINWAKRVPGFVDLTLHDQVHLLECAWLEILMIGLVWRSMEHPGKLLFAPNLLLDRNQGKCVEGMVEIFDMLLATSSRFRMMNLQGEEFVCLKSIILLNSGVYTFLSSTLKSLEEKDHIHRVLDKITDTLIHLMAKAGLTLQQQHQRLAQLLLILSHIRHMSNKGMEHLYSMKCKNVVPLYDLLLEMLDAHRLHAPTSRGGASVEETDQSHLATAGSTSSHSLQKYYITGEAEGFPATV
Fibroblast inh: blocks proliferation of human lung fibroblasts | actives 1.1% (n = 85,000) | viability, % at 10 µM | LL 47 human lung fibroblast viability, ATP luminescence; stronger effect = lower value;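 active = viability at or below 50% in the single dose screen; inactive = viability above 50%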;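 note: compound exposure lasted 72 h before the ATP readout; 100% = median luminescence of untreated cell-only wells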
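material = human LL 47 lung fibroblast cells | dosing = compounds added from tenfold dosing solution, 0.1% DMSO final | timing = overnight cell rest, 72 h compound treatment at 37 °C | measured by = CellTiter-Glo luminescence measuring cellular ATP | evaluation = % viability versus median cells-only luminescence | control set = cell-only wells, no compound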
HUVEC prolif 384: human endothelial cell proliferation inhibition | HUVEC proliferation, CellTiter-Glo luminescence, 72 h; stronger effect = lower value | viability, % at 10 µM (by protocol) | actives 1.1% (n = 86,000);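 active = viability at or below 30%; inactive = viability above 30%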;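 note: 100% = median luminescence of DMSO-only cell control wells on each plate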
CYP2C19 inhib: blocks human cytochrome P450 2C19. inhibition, % at 5 µM. CYP2C19 Supersomes, luciferin-H EGE luminescence, 30 min. actives 21% (n = 96,000). P33261;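 active = CYP2C19 inhibition above a set limit at 5 µM in the primary screen, cut at about 50% in these data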;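 note: plate controls were negative control wells for no effect and 2.5 mM tranylcypromine positive control for full effect; values of inactives mirror those of a sister screen read the other way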
Mac1 fbg enh: CD11b/CD18-fibrinogen binding enhancement. P05107+P11215. K562 CD11b/CD18 adhesion to fibrinogen, ATPlite luminescence. activation, % at 10 µM. actives 0.07% (n = 93,000). AID 1499;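 active = 10 µM primary screen giving 50% or more activity, confirmed by 40% or more on retest at that dose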; note: strong numbers were not always called active
ERa SRC1 inh: blocks coactivator binding to human estrogen receptor alpha | inhibition, % at 25.6 µM | actives 1.7% (n = 86,000) | TR-FRET ER-alpha LBD / SRC-1 peptide, estradiol-bound; in the data active = inhibition above about 50%;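 note: 0% = receptor plus peptide control and 100% = peptide only without receptor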
Mac1 fbg inh: blocks human CD11b/CD18 adhesion to fibrinogen; P05107+P11215; K562 CD11b/CD18 adhesion to fibrinogen, ATPlite luminescence; Mn2+ added to activate the integrin; inhibition, % at 10 µM; actives 0.54% (n = 93,000);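 active = primary inhibition of 50% or more at 10 µM, then 40% or more on retest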; note: some results filed as inactive read as strong as hits
H69AR inhibit: blocks growth of human H69AR lung tumor cells; H69AR lung tumor viability, ATP luminescence, 72 h; stronger effect = lower value; viability, % at 10 µM; actives 6% (n = 85,000);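 active = viability at or below 40%; inactive = viability above 40%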;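 note: multidrug resistant small cell line overexpressing MRP-1 efflux transporter; 100% = mean luminescence of untreated control wells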
Active calls of the source: *; x = no result given; [ ] = another dose, or the depositor's remark.

SMILES	CYP2C19 activ	ERa coact pot	Fibroblast inh	HUVEC prolif 384	CYP2C19 inhib	Mac1 fbg enh	ERa SRC1 inh	Mac1 fbg inh	H69AR inhibit
C=CCOc1ccc(C2C(C(=O)c3ccco3)=C(O)C(=O)N2CCCN(CC)CC)cc1 (stereo not drawn)	0.9	119[fluorescence artefact?]	101	99	6	0	-6	6	92
CCOc1ccc(NC(=O)c2ccc3c(c2)N(Cc2ccc(F)cc2)C(=O)CS3=O)cc1 (stereo not drawn)	0.9	118	96	93	6	6	-1	7	97
O=C(c1cc2n(n1)C(C(F)(F)F)CC(c1ccc(F)cc1)N2)N1CCCC1 (stereo not drawn)	1	106[fluorescence artefact?]	95	89	5	x	1	x	x
Fc1c(F)c(C(F)(F)F)c(F)c(F)c1N1CCN(c2ccc3nnc(C(F)(F)F)n3n2)CC1	1	144	107	78	0	24	43[fluorescence artefact?]	1	56
COC(=O)c1cc(OC)c(OC)c(OC)c1NC(=O)c1ccc(S(=O)(=O)N(C)C)cc1	0.7	112	103	99	31	0	-2	-3	75
CCn1c(SCC(=O)N2CCOCC2)nc2c(c1=O)SC(C)C2 (stereo not drawn)	x	107	91	106	x	x	1	x	82
O=C(CCCc1nc(-c2ccc(Cl)cc2)no1)N1CCOCC1	x	124[fluorescence artefact?]	101	101	x	x	-8	x	103
CCOc1ccc(C(OC(=O)c2ccco2)C(=O)NCc2ccc(C)cc2)cc1 (stereo not drawn)	0.9	87	94	96	12	x	4	x	94
O=C(Nn1c(O)c(C=C2N=c3ccccc3=N2)sc1=S)c1ccc(Cl)cc1	1.1	x	x	x	-6	1	x	17	x
CCOc1cc(/C=C2\N=C(C)OC2=O)cc(Br)c1OCCc1ccccc1	0.7	x	x	x	28	-3	x	-2	x
CC1=C(C(=O)N(C)CCC#N)C2(CCCCC2)OC1=O	1.2	116	106	99	-19	-1	-3	2	88
Nc1ncnc2nc(SCCN3CCCCC3)[nH]c12	0.8	92	108	94	23	-3	1	-14	94
CCc1ccccc1N1CCN(S(=O)(=O)c2cc(OC)ccc2OC)CC1	0	89	101	81	100*	4	0	4	90
Cc1cccc(OCCCn2ccnc2)c1	0	109	95	93	100*	0	-17	5	90
COc1cc(/C=C2/C(=N)N3C=CSC3=NC2=O)ccc1OCCCOc1ccccc1C	0.9	68[fluorescence artefact?]	66	15*	8	2	71*	20	6.1*
O=C(NCCCN1CCOCC1)c1ccco1	1	98	99	87	0	-2	-11	-12	92
O=c1[nH]c2ccccc2n1Cc1ccccc1	0.7	105	92	101	27	0	-2	-2	94
CC1CCc2c(sc(NC(=O)c3ccc(Cn4cc(Br)cn4)o3)c2C(N)=O)C1 (stereo not drawn)	0.7	104	100	105	29	74	51*	-37	101
COc1ccccc1CNC(=O)Cn1cc2c(n1)CCCC2	0.8	129	91	92	20	13	0	-10	96
OC(Cn1nnc2ccccc21)Cn1c(C(F)(F)F)nc2ccccc21 (stereo not drawn)	0.7	124	91	90	35	-4	-7	5	x
O=C(c1cccc(F)c1)N1CCN(Cc2ccco2)CC1	0.3	109	100	89	69*	-7	-7	-10	105
O=c1cc(CNC2CCCCC2)c2ccccc2[nH]1	0.9	139	93	103	6	-1	-7	-5	92
CCOC(=O)Cc1csc(NC(=O)C(C)(C)CC)n1	0.9	x	x	x	14	2	x	3	x
Cc1cc(NC(=O)CSCCc2ccncc2)no1	x	137	104	107	x	x	-7	x	79
Cc1cc(C)n2nc(C(=O)OCC(=O)c3cc(C)n(C)c3C)nc2n1	1	63[fluorescence artefact?]	94	86	2	-1	40[fluorescence artefact?]	-19	88
COCCOC(=O)C1=C(C)N=C2SCCC(=O)N2C1c1ccc(OC(=O)c2ccco2)cc1 (stereo not drawn)	0.3	x	x	x	73*	-2	x	-1	x
CCCn1c(C)cc(C(=O)CSc2nnc3n(CCC)c(=O)c4ccccc4n23)c1C	0.8	112	103	97	24	-2	2	-3	99
COc1cc(NC(=O)Nc2cccc(Cl)c2)c(OC)cc1NC(=O)CN1CCCCC1	0.8	120[fluorescence artefact?]	103	12*	16	1	3	14	7.8*
COC(=O)c1sccc1NC(=S)N1CCCC(C)C1 (stereo not drawn)	0.9	121	102	100	7	-4	-11	-1	104
CCCN(CCC)CCCNC(=O)CC(C(=O)N1CCc2ccccc21)n1ccnc1 (stereo not drawn)	1.2	95	96	98	-17	4	-46[fluorescence artefact?]	-6	80
COc1cc(/C=C2/OC(=O)c3cc([N+](=O)[O-])ccc32)cc(OC)c1OC	x	115[fluorescence artefact?]	99	71	x	x	36[fluorescence artefact?]	x	83
Cc1cccc(C)c1OCC(O)Cn1ccnc1C (stereo not drawn)	0.5	155[fluorescence artefact?]	106	92	53*	2	-8	-3	100
Cc1cccc(C)c1NC(=O)Nc1cccs1	0.9	113	109	95	7	0	-3	-27	102
NS(=O)(=O)c1ccc(S(=O)(=O)NCCc2ccccc2)cc1	0.2	99	102	101	85*	2	0	3	102
COc1ccc(OC)c(N/C(=N\c2nc(C)cc(C)n2)NC(=O)c2ccco2)c1	0.8	106[fluorescence artefact?]	97	85	18	26	4	-5	73
COC(=O)c1cc2c([nH]c3ccccc32)c(C)n1	0.4	100	92	89	62*	2	0	2	70

Molecules from the list above containing bromine:
SMILES	CYP2C19 activ	ERa coact pot	Fibroblast inh	HUVEC prolif 384	CYP2C19 inhib	Mac1 fbg enh	ERa SRC1 inh	Mac1 fbg inh	H69AR inhibit
CCOc1cc(/C=C2\N=C(C)OC2=O)cc(Br)c1OCCc1ccccc1	0.7	x	x	x	28	-3	x	-2	x
CC1CCc2c(sc(NC(=O)c3ccc(Cn4cc(Br)cn4)o3)c2C(N)=O)C1 (stereo not drawn)	0.7	104	100	105	29	74	51*	-37	101

Next structures.
SMILES	CYP2C19 activ	ERa coact pot	Fibroblast inh	HUVEC prolif 384	CYP2C19 inhib	Mac1 fbg enh	ERa SRC1 inh	Mac1 fbg inh	H69AR inhibit
Cc1ccc(NC(=S)NC(NC(=O)Cc2cccc3ccccc23)C(Cl)(Cl)Cl)cc1 (stereo not drawn)	0.5	78	50*	4.6*	50	12	57*[fluorescence artefact?]	-3	1.0*
COc1ccc(OC)c(CNC(=O)C2CCN(C(=O)N(C)C)CC2)c1	0.9	113	99	54	12	3	1	-2	97
CCOc1ccc(CN(C(=O)c2cc3ccccc3oc2=O)C2CC2)cc1	x	110	99	109	x	x	-5	x	102
CCc1cc[n+](-c2nc3ccccc3nc2C(=C=[N-])C#N)cc1	1.1	103[fluorescence artefact?]	103	105	-5	x	-13	x	97
Cc1cccc2cc(C(c3nnnn3Cc3ccccc3)N3CCN(C)CC3)c(=O)[nH]c12 (stereo not drawn)	1	104	102	95	2	-2	6[fluorescence artefact?]	9	100
CCOC(=O)N1CCN(C(=O)Nc2ccc3oc(C)nc3c2)CC1	1.1	111	98	120	-12	-1	-2	4	91
O=C(c1ccccc1)c1ccc(OCC(O)CN2CCN(Cc3ccccc3)CC2)cc1 (stereo not drawn)	0.6	80	98	78	40	-6	8	19	74
CCS(=O)(=O)N1CCC(C(=O)OCC(=O)c2ccc(Br)cc2)CC1	x	120	99	98	x	x	4[fluorescence artefact?]	x	104
Cc1onc(-c2ccccc2Cl)c1C(=O)NCc1ccccc1	0.1	113	98	103	88*	2	-5	-2	76
Cc1cc(C)cc(N(CC(=O)N2CCC(C)CC2)S(=O)(=O)c2ccccc2)c1	0.9	106	94	88	13	4	-6	-7	98
C[N+](C)(C)CCNC(=O)c1c(O)c2c([nH]c1=O)CCCC2	0.9	107[fluorescence artefact?]	104	98	8	6	-40[fluorescence artefact?]	-28	101
Cc1cc(N(CCO)CCO)nc(-n2nc(C)cc2C)n1	1	115	101	102	2	-3	-8	-7	90
C=CCN1C(=O)C(O)(CC(=O)c2ccc(-n3cccc3)cc2)c2ccccc21 (stereo not drawn)	0.7	122[fluorescence artefact?]	98	88	26	51	-23	3	54
Fc1ccccc1Nc1nc2ccccc2n2nnnc12	0.9	x	x	x	12	0	x	14	x
Cc1ccnc(NC(=O)c2cccc(NS(=O)(=O)c3ccccc3C)c2)c1	0.5	x	x	x	52*	-2	x	14	x
COc1cc(SC#N)ccc1N=Cc1c(C)[nH]n(-c2ccc(C)cc2C)c1=O	0.8	x	x	x	17	-2	x	13	x
CCOC(=O)N1CCC(NC(=O)CCN2C(=O)COc3ccccc32)CC1	1	108	102	102	3	x	5	x	95
CNC(=O)c1nc(C)n(-c2cc(Cl)cc(Cl)c2)n1	0.9	x	x	x	6	-1	x	-9	x
CC1CCCN(C(=O)c2ccc3c(c2NCCO)C(=O)c2ccccc2C3=O)C1 (stereo not drawn)	0.4	115[fluorescence artefact?]	99	90	59*	1	-17[fluorescence artefact?]	1	63
O=C(O)C1CCN(C(=O)NC2CCCCC2)CC1	1	112	94	92	-4	2	4	15	92
CC(SCc1ccccc1)C(=O)NC1CCCC1 (stereo not drawn)	0.2	107	103	108	83*	-3	-5	-30	97
CCOc1cc2c(cc1OC)C(NC(=O)C(F)(F)F)CC2=O (stereo not drawn)	1.1	x	x	x	-7	-1	x	5	x

In the list so far, ten contain an aryl methoxy group.
SMILES	CYP2C19 activ	ERa coact pot	Fibroblast inh	HUVEC prolif 384	CYP2C19 inhib	Mac1 fbg enh	ERa SRC1 inh	Mac1 fbg inh	H69AR inhibit
COC(=O)c1cc(OC)c(OC)c(OC)c1NC(=O)c1ccc(S(=O)(=O)N(C)C)cc1	0.7	112	103	99	31	0	-2	-3	75
CCc1ccccc1N1CCN(S(=O)(=O)c2cc(OC)ccc2OC)CC1	0	89	101	81	100*	4	0	4	90
COc1cc(/C=C2/C(=N)N3C=CSC3=NC2=O)ccc1OCCCOc1ccccc1C	0.9	68[fluorescence artefact?]	66	15*	8	2	71*	20	6.1*
COc1ccccc1CNC(=O)Cn1cc2c(n1)CCCC2	0.8	129	91	92	20	13	0	-10	96
COc1cc(NC(=O)Nc2cccc(Cl)c2)c(OC)cc1NC(=O)CN1CCCCC1	0.8	120[fluorescence artefact?]	103	12*	16	1	3	14	7.8*
COc1cc(/C=C2/OC(=O)c3cc([N+](=O)[O-])ccc32)cc(OC)c1OC	x	115[fluorescence artefact?]	99	71	x	x	36[fluorescence artefact?]	x	83
COc1ccc(OC)c(N/C(=N\c2nc(C)cc(C)n2)NC(=O)c2ccco2)c1	0.8	106[fluorescence artefact?]	97	85	18	26	4	-5	73
COc1ccc(OC)c(CNC(=O)C2CCN(C(=O)N(C)C)CC2)c1	0.9	113	99	54	12	3	1	-2	97
COc1cc(SC#N)ccc1N=Cc1c(C)[nH]n(-c2ccc(C)cc2C)c1=O	0.8	x	x	x	17	-2	x	13	x
CCOc1cc2c(cc1OC)C(NC(=O)C(F)(F)F)CC2=O (stereo not drawn)	1.1	x	x	x	-7	-1	x	5	x

Compounds as they come; any-hit rate near 26%.
